CFTR F508del cor – correctors of CFTR F508del function in bronchial epithelial cells. activity (quench increase), % at 7.58 µM. 350,000 compounds, 0.36% hits. CFBE cells, YFP halide quenching; stimulated with forskolin plus potentiator P3; % fluorescence drop versus neutral controls. AID 720511;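 active = mean added fluorescence quench of at least 8% versus neutral control, with both replicates also reaching 8%; inconclusive = only one of the mean or replicate conditions met; inactive = mean below 8% and not both replicates reaching 8%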;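 note: cells transiently co-express mutant CFTR-F508del with the halide-sensitive YFP; corrector assay measuring rescue of mutant channel to the surface after 24 h compound exposure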
E-selectin induc – E-selectin induction on HUVECs; P16581; HUVEC E-selectin immunofluorescence imaging; normalized: neutral wells 0, TNF-alpha wells 100; activation, % at 7.58 µM; 260,000 compounds, 0.37% hits; AID 686992;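 active = mean E-selectin-positive cell signal at least 10% of the positive control, reached in at least 60% of replicates, without over 20% cell loss; inconclusive = no rule given, readout overlaps actives, possibly toxicity-flagged; inactive = the rest, including those meeting only one limit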;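 note: in these data hits start at about 27%; measured in HUVEC primary endothelial cells; signal is the percent of cells scored E-selectin positive by PE staining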
Target sequence (P16581 whole entry, looked up): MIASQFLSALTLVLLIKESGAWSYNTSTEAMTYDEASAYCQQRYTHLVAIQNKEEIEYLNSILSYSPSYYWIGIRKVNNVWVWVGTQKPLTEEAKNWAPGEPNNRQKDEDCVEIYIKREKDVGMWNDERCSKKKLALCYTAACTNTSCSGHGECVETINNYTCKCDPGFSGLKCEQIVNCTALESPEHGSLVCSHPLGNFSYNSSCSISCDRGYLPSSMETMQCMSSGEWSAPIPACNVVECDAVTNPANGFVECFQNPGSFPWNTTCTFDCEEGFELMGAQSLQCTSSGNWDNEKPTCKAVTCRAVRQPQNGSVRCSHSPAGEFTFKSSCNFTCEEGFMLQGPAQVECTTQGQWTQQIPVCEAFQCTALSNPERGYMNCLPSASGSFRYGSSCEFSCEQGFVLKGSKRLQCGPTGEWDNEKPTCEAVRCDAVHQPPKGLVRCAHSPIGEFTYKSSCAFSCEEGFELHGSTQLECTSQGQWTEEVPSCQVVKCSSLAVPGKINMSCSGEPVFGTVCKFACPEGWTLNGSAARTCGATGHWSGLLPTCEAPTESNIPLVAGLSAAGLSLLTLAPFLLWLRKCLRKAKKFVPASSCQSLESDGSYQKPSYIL
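Assay system: HUVEC, human umbilical vein endothelial cells / Amount: 3,000 HUVEC/well / Controls: TNF-alpha positive control, DMSO neutral control / Compound dosing: single concentration / Medium: EGM-2 over gelatin coat / Evaluation: percent E-selectin-positive cells / Signal: immunofluorescence imaging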
DENV2 CPE – DENV2-induced cell death inhibition. 350,000 compounds, 1.7% hits. DENV2-infected cells, cytopathic effect rescue, plate reader. CPE inhibition, % at 9.99 µM. AID 651640; in the data active = CPE inhibition above about 20%, passing the limit was not always enough; inconclusive = no clear call, values can overlap the other calls; tested in BHK-21 cells;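 note: 0% = median of neutral control wells and 100% = median of positive control wells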
GSIS activator – primary screen for activators of insulin secretion dependent on glucose, INS-1E cells, GLuc reporter luminescence; INS-1E GLuc reporter insulin secretion, 2-3 h; activation, % at 16.6 µM; 370,000 compounds, 0.61% hits; AID 743287;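 active = lowest replicate activation of at least 40%, so every replicate reaches that level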;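 note: 0% = median of neutral control wells and 100% = median of IBMX positive control wells; some compounds called inactive have numbers as strong as hits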
Casp6 inh – blocks human caspase-6 cleavage activity; P55212; purified caspase-6, Z-VEID-R110 cleavage fluorescence; inhibition, % at 12.5 µM; 350,000 compounds, 0.53% hits; AID 686996;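 active = mean inhibition across replicates at least about 35%, with every replicate also reaching that limit, limit read from the data; inconclusive = only one of the two criteria met; inactive = neither criterion met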;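 note: 0% = median of neutral control wells and 100% = no fluorescence left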
RAD52 anneal inh – RAD52 (human) annealing inhibition; inhibition, % at 18.7 µM; P43351; 360,000 compounds, 0.46% hits; recombinant RAD52 DNA annealing, FRET fluorescence;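 active = every replicate showing at least 50% inhibition; inconclusive = mean inhibition at least 50% but not in every replicate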
Target sequence (P43351 whole entry, looked up): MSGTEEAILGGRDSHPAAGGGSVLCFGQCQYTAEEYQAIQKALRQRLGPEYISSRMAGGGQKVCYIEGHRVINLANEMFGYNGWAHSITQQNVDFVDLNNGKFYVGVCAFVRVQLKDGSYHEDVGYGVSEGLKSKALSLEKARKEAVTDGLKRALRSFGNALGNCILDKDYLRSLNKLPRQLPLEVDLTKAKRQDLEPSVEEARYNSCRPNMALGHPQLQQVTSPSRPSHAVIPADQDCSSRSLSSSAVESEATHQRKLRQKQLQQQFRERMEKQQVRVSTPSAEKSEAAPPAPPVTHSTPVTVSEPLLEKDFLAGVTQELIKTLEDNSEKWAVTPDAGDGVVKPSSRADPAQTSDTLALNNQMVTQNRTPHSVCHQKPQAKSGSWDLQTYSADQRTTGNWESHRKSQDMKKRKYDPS
RAD54 inh – RAD54 (human) branch migration inhibition. Q92698. RAD54 Holliday junction branch migration, FAM/BHQ fluorescence. inhibition, % at 10.4 µM. 360,000 compounds, 0.14% hits. AID 602329;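 active = mean normalized replicate activity at least 40 and at least half of replicates scoring 40 or more; inconclusive = only one of the two criteria met; inactive = mean below 40 and under half of replicates reaching 40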;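 note: 0% = median of neutral control wells and 100% = median of positive control wells; inhibitors cause a drop in the FAM fluorescence signal; in these data hits start at about 50%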
XiGFP reactiv – X-chromosome reactivation activator; activation, % at 7.58 µM; 360,000 compounds, 0.055% hits; AID 743238; XiGFP mouse fibroblasts, % GFP-positive cells imaging, 3 d; cells co-treated with 5-aza-dC sensitizer; scaled so ellipticine positive control = 100%;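 active = mean normalized replicate activation at least 10% and every replicate at or above 10%; inconclusive = only one of the two criteria met; inactive = mean below 10% and not all replicates reach 10%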;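 note: 0% = median of on-plate neutral control wells and 100% = ellipticine 6 µM median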
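System: 68-5-11 XiGFP fibroblast line | Buffer or medium: DMEM containing 5-aza-dC | Compound: Single point | Times: Compounds 3 days, fix/stain 15 min at room temperature | Benchmarks: Positive control ellipticine, 6 µM final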
Numbers without * were called inactive; u = inconclusive; x = no result given.

SMILES	CFTR F508del cor	E-selectin induc	DENV2 CPE	GSIS activator	Casp6 inh	RAD52 anneal inh	RAD54 inh	XiGFP reactiv
C[C@@H]1CN([C@H](C)CO)C(=O)c2cc(NC(=O)CCN3CCOCC3)ccc2O[C@H]1CN(C)Cc1ccc(Oc2ccccc2)cc1	-0.6	0.1	25*	1	-3	4	6	-0.7
C[C@H](CO)N1C[C@H](C)[C@@H](CN(C)C(=O)C2CCCCC2)Oc2ncc(C3=CCCC3)cc2C1=O	-0.7	0.3	u	-7	2	-12	-9	0.0
Cc1cc(S(=O)(=O)NC2CCCCC2)ccc1OCC(=O)N1CCOCC1	-2.1	x	17	-2	0	2	x	x
CCCC#Cc1ccc2c(c1)O[C@H](CN(C)C(=O)COC)[C@@H](C)CN([C@@H](C)CO)S2(=O)=O	3.1	0.4	-9	-2	2	-5	-18	-0.4
Clc1ccc2oc(-c3ccccc3)cc(=NCCCN3CCOCC3)c2c1	1.5	x	3	-8	-31	33	x	0.1
CO[C@@H]1CC[C@@H]2CCOc3ccc(C#N)cc3C(=O)N(C)C[C@@H](OC)[C@@H](C)C(=O)N(C)C[C@H]1O2	x	0.0	-4	-1	-1	-5	7	0.1
COc1ccccc1CNC(=O)c1ccc(Cl)c(NC2=NC3CS(=O)(=O)CC3S2)c1 (centres undefined)	-6.3	x	2	0	-2	-10	12	0.0
O=C(Nc1ccc(F)cc1)N1C[C@@H]2[C@H](c3ccccc31)[C@@H](CO)N2C(=O)c1ccccc1	3.0	1.0	-8	-11	0	-1	-4	0.2
CN1C(=O)c2cc(NS(C)(=O)=O)ccc2OC[C@@H]2O[C@@H](CC(=O)O)CC[C@@H]21	0.1	0.0	-9	7	-6	0	-8	0.0
COc1ccc(C2=NN(C(=O)CSc3nc(=O)n4cc(C)ccc4n3)C(c3ccc(C)cc3)C2)cc1 (centres undefined)	2.6	x	16	-1	1	-32	7	0.0
CCC(C)NC(=O)c1cn(CC)c2ccc(S(=O)(=O)N(C)C)cc2c1=O (centres undefined)	0.1	-0.2	7	19	0	-11	6	0.1
CC(C)=CC(=O)OCC(=O)NC1CCCc2ccccc21 (centres undefined)	1.5	x	3	-4	0	-4	-4	0.0
CC(C)CC#Cc1ccc([C@H]2[C@H](CO)N3C(=O)CN(S(=O)(=O)c4ccccc4)C[C@@H]23)cc1	-0.7	-0.4	3	-4	1	-5	x	0.3
CN(C)C(=O)c1cccc(-c2cnc3c(NC=O)cc(-c4cccc(F)c4)cn23)c1	0.6	-0.5	u	9	2	-15	-3	0.1
O=C(Nc1nc2ccc(F)cc2s1)C1=COCCO1	-1.1	1.7	-4	5	6	-20	-5	0.0
CC(NC(=O)[C@H](Cc1c[nH]c2ccccc12)NC(=O)[C@@H]1Cc2ccccc2CN1)c1ccccc1 (some centres undefined)	-1.9	x	-2	-17	-2	17	1	x
O=C(CS(=O)(=O)c1ccc(Cl)cc1)NCCS(=O)(=O)c1ccc(Cl)cc1	-0.7	x	-6	x	1	-10	-7	0.3
O=C(NCCOc1ccc(F)cc1)C1CCC(=O)N(CC2CCCCC2)C1 (centres undefined)	-2.9	x	1	-24	-4	-9	4	0.3
C[C@@H]1CN([C@H](C)CO)C(=O)Cc2cc(NC(=O)c3ccncc3)ccc2O[C@H]1CN(C)S(=O)(=O)c1ccc(Cl)cc1	1.8	0.1	x	22	x	x	x	-0.5
CCc1c(C)c(C#N)c2nc3ccccc3n2c1NCc1ccccn1	-0.3	0.5	x	16	2	1	2	5.3
CCOC(=O)C1CCCN(C(=O)c2sc3nc4n(c(=O)c3c2C)CCC4)C1 (centres undefined)	4.3	2.0	-8	2	-2	-3	-1	0.2
CO[C@@H]1CN(C)C(=O)c2cc(NS(=O)(=O)c3ccc(Cl)cc3)ccc2OC[C@@H](C)NC[C@@H]1C	-2.5	-0.3	10	16	3	-6	-14	0.0
COc1ccccc1/C=C1\SC(=O)N(CCC(=O)NCCCn2ccnc2)C1=O	-2.5	x	u	-2	4	2	-10	0.1
COc1ccc(C(CNC(=O)CNC(=O)c2ccccc2)N2CCCC2)cc1 (centres undefined)	1.5	x	5	3	0	-74	7	-0.1
CC1CN(CCCCOc2ccc3ccccc3c2)CC(C)O1 (centres undefined)	x	-0.4	1	20	-3	8	x	-0.2

Some of the entries above, reformatted.
> O=C(Nc1ccc(F)cc1)N1C[C@@H]2[C@H](c3ccccc31)[C@@H](CO)N2C(=O)c1ccccc1
  CFTR F508del cor: 3.0 | E-selectin induc: 1.0 | DENV2 CPE: -8 | GSIS activator: -11 | Casp6 inh: 0 | RAD52 anneal inh: -1 | RAD54 inh: -4 | XiGFP reactiv: 0.2
> CN1C(=O)c2cc(NS(C)(=O)=O)ccc2OC[C@@H]2O[C@@H](CC(=O)O)CC[C@@H]21
  CFTR F508del cor: 0.1 | E-selectin induc: 0.0 | DENV2 CPE: -9 | GSIS activator: 7 | Casp6 inh: -6 | RAD52 anneal inh: 0 | RAD54 inh: -8 | XiGFP reactiv: 0.0

Going on with the list:
SMILES	CFTR F508del cor	E-selectin induc	DENV2 CPE	GSIS activator	Casp6 inh	RAD52 anneal inh	RAD54 inh	XiGFP reactiv
O=C(Nc1ccccc1N1CCOCC1)c1ccc2c(c1)OCCO2	-3.8	-0.3	-5	33	2	0	16	0.1
CC(Sc1nc2ncc(Cl)cc2[nH]1)C(=O)Nc1ccc(C(N)=O)cc1 (centres undefined)	-5.1	x	118*	-3	-3	-6	5	1.4
NC(=O)c1ccccc1NC(=O)c1ccoc1	-1.3	0.9	9	1	-3	-10	10	-0.2
Nc1nnc(SCCOc2ccccc2)s1	0.7	x	-4	-7	-4	-13	3	x
CCOC(=O)N1CCN(CC(O)COc2ccc(C(C)C)c(C)c2)CC1 (centres undefined)	-1.1	0.2	3	-20	-1	-6	4	0.0
N/C(=C\C(=O)c1cc(Cl)ccc1O)C(Cl)(Cl)Cl	3.2	x	-1	-21	3	-5	-5	0.1
COc1ccc(-n2cc(-c3ccccc3)nc2SC)cc1	-3.3	0.0	-4	-8	-3	-14	x	-0.1
COc1ccc(N(CC(=O)Nc2ccccc2C)S(=O)(=O)c2c(C)[nH]c(=O)[nH]c2=O)cc1	-2.3	4.9	-1	24	-1	-12	20	1.2
O=C(/C=C/c1ccc(S(=O)(=O)N2CCOCC2)cc1)NC(CO)C(O)c1ccc([N+](=O)[O-])cc1 (centres undefined)	-3.9	-0.2	-5	x	5	-14	1	0.0
COc1ccc(NS(=O)(=O)c2cccc(N/C(=N\S(=O)(=O)c3ccccc3)c3ccc(F)cc3)c2)cc1	1.3	0.5	-5	-6	3	-16	2	0.0
Cc1ccc(Cl)cc1NC(=O)c1cc(NC(=O)C2CCCCC2C(=O)O)ccc1N1CCOCC1 (centres undefined)	-4.7	x	-2	-4	2	-2	-2	0.3
O=C(N/N=C/c1cc2c(cc1Br)OCO2)c1ccccn1	1.8	x	4	-9	-5	-7	-26	0.0
C[C@H]1CN([C@@H](C)CO)C(=O)c2c(c3ccccc3n2C)-c2ccccc2CO[C@@H]1CN(C)S(=O)(=O)c1ccccc1C#N	-3.9	x	-1	x	0	15	1	x
O=C(NC(=S)Nc1ccc(S(=O)(=O)NC2CCCCC2)cc1)c1cccs1	4.5	x	-7	-7	0	-50	-8	0.0
Cc1ccc(F)cc1S(=O)(=O)N[C@@H]1CCN(Cc2ccc(-c3ccccc3)cc2)C1	3.4	x	-8	x	3	46	x	x
Cc1ccc(S(=O)(=O)N2CCCCC2)cc1NC(=O)COC(=O)c1cccn1C	2.6	4.2	1	-10	-3	-8	-2	-0.1
COc1ccc(-c2ocnc2C(=O)Nc2ccc(N3CCOCC3)cc2N2CCOCC2)cc1OC	-1.8	x	-1	85*	0	-17	-5	-0.1
Cc1ccc2c(c1)[C@H]1[C@H](CO2)[C@H](c2ccccc2)[C@]2(C)C(=O)Nc3ccc(Br)cc3C(=O)N12	1.5	0.0	-9	7	2	-38	0	0.0
COc1ccc(NC(=O)N(C)C[C@@H]2OCCCC[C@H](C)Oc3ccc(NC(=O)c4ccncc4)cc3C(=O)N([C@H](C)CO)C[C@@H]2C)cc1	2.6	0.3	7	2	x	x	-3	0.0
CCCC(=O)Nc1ccc2c(c1)OC[C@H](C)NC[C@H](C)[C@@H](OC)CN(C)C2=O	-2.4	-0.1	-8	9	-2	-2	x	-0.2
COCC(=O)N1[C@H](CO)[C@H](c2ccccc2)C12CN(C(=O)c1ccc(F)cc1)C2	-1.0	0.4	-7	0	2	-1	x	0.0
Cn1cccc1Cc1nnc(SCC(=O)N2CCCCCC2)n1CCc1ccccc1	1.7	0.4	-4	-21	-1	-10	11	0.2
Cc1cc(C)c2nc(NC(=O)c3ccco3)sc2c1	-0.6	x	-1	x	-5	-9	7	0.0
CC12CCC(C(=O)N3CCN(Cc4ccccc4)CC3)(OC1=O)C2(C)C (centres undefined)	1.5	x	-1	14	2	-7	-1	x
COc1ccc(C(C)=O)cc1CC(=O)Nc1ccc2c(c1)CCC2	0.0	x	-3	-5	0	-53	8	0.1
Next records:
SMILES	CFTR F508del cor	E-selectin induc	DENV2 CPE	GSIS activator	Casp6 inh	RAD52 anneal inh	RAD54 inh	XiGFP reactiv
O=C(CN1C(=O)NC2(CCCC2)C1=O)NC(c1ccccc1)c1ccccc1	-0.9	x	-2	-33	3	4	6	0.0
C=CCOc1ccc(Br)cc1CNC(C)(C)CO	-1.3	2.4	-4	x	-3	-2	x	0.0
CCSc1nnc(NC(=O)[C@@H](NC(=O)c2cccc(C)c2)C(C)C)s1	x	0.6	x	-17	x	x	2	0.0
COc1ccc(Cl)cc1NC(=O)CCN1C(=O)NC(C)(C)C1=O	-3.4	0.5	-9	13	1	-7	-11	-0.1
COc1cccc(CNC(=O)[C@@H]2CCCN2C(=O)[C@H]2CCCCN2C(=O)c2cccc(Cl)c2)c1	-2.9	1.2	-12	-5	-1	-13	x	0.0
CCC(=O)Nc1c2c(nn1-c1ccc(C)cc1)CS(=O)(=O)C2	x	x	x	10	4	-8	0	x
O=C(O)C1CCCN(CCC=C(c2ccccc2)c2ccccc2)C1 (centres undefined)	3.7	-0.1	-8	x	x	-8	0	-0.1
COCCNC(=O)C[C@@H]1C[C@H]2c3cc(NC(=O)Nc4ccccc4)ccc3O[C@H]2[C@H](CO)O1	1.5	0.3	0	4	3	12	2	0.0
CC[C@@]1(C(=O)OC)N[C@H](CN(C)C(=O)c2ccccc2)[C@@H]2C(=O)N(Cc3ccccc3)C(=O)[C@@H]21	-2.6	-0.1	-13	5	15	-6	-7	0.8
Cc1nc2ccc([N+](=O)[O-])cc2c(=O)n1Cc1ccc(Cl)cc1	-1.6	x	2	5	1	-23	1	0.2

An excerpt from above in order of the CFTR F508del cor value, ascending.
SMILES	CFTR F508del cor	GSIS activator	Casp6 inh	RAD52 anneal inh
C[C@H]1CN([C@@H](C)CO)C(=O)c2c(c3ccccc3n2C)-c2ccccc2CO[C@@H]1CN(C)S(=O)(=O)c1ccccc1C#N	-3.9	x	0	15
Cc1cc(S(=O)(=O)NC2CCCCC2)ccc1OCC(=O)N1CCOCC1	-2.1	-2	0	2
Cc1nc2ccc([N+](=O)[O-])cc2c(=O)n1Cc1ccc(Cl)cc1	-1.6	5	1	-23
O=C(CN1C(=O)NC2(CCCC2)C1=O)NC(c1ccccc1)c1ccccc1	-0.9	-33	3	4
